HKDC1 inh – blocks human hexokinase HKDC1 activity. 0.16% of 340,000 active. inhibition, % at 20 µM. recombinant HKDC1, G6PDH/diaphorase resazurin coupled fluorescence. AID 493160;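 active = inhibition above about 35% when tested at 20 µM, limit read from the data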;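 also: plate controls were DMSO wells with enzyme for no effect and DMSO wells lacking enzyme for full effect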
Target sequence (Q2TB90 whole entry, looked up): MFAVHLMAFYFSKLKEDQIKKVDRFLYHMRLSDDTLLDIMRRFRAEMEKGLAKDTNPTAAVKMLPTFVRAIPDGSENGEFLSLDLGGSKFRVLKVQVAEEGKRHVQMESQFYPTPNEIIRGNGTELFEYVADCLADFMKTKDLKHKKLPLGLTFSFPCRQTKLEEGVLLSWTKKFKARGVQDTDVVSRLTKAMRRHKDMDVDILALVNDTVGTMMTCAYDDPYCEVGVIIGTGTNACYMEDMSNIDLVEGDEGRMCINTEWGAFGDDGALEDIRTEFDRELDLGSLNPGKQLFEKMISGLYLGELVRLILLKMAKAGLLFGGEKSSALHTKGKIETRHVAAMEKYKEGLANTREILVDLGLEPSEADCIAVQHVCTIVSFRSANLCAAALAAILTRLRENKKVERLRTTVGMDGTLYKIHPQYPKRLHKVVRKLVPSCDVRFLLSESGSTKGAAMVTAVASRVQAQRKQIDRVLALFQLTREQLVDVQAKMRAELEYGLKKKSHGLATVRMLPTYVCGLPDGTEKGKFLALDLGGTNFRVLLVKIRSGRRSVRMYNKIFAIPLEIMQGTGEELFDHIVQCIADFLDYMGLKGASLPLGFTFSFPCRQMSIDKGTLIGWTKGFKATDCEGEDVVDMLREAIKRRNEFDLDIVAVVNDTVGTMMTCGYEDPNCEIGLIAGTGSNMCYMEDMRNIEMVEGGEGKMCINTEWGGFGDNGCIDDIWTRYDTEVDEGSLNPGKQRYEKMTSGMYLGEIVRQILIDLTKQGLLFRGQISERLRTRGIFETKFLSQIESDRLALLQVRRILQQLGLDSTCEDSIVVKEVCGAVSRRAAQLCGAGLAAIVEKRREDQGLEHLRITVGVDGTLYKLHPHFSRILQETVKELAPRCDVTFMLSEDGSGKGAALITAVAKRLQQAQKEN
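Test system: recombinant HKDC1 (HK5) hexokinase enzyme, produced in-house / Doses: 20 µM test compound, 1% DMSO / Timing: 90 min, room temperature / Detection: G6PDH/diaphorase-coupled fluorescence, 1 mM NADP, 100 µM resazurin, 525/613 nm / Control set: DMSO wells with and without enzyme mix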
SENP6 block – SENP6 protease inhibition; Recombinant SENP6 catalytic domain, aminoluciferin luminescence; 1.8% of 330,000 active; inhibition, % at 10 µM;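 active = inhibition above about 50% at the single tested dose, limit read from the data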;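 also: plate controls were DMSO wells with enzyme for no effect and DMSO wells lacking enzyme for full effect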
SENP7 block – inhibitors of human SENP7 protease | Q9BQF6 | recombinant SENP7, Z-RLRGG-aminoluciferin luminescence, 40 min | inhibition, % at 5 µM | 1.5% of 330,000 active | AID 434973;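 active = inhibition above about 50% at the single test dose, limit read from the data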;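 also: plate controls were DMSO with enzyme for no effect and no enzyme buffer wells for full effect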
SENP8 block-1 – SENP8 (human) protease inhibition. recombinant SENP8, Nedd8 substrate fluorescence. 0.64% of 360,000 active. inhibition, % at 20 µM. AID 602440. Q96LD8; in the data active = inhibition mostly above about 40%, no sharp cut-off; inactive = mostly below about 27%
PfG6PD inh – PfG6PD (Plasmodium falciparum) enzyme inhibition; 0.78% of 350,000 active; inhibition, % at 20 µM; PfGluPho enzyme, NADPH resazurin-diaphorase fluorescence;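 active = inhibition reaching at least a set limit at 20 µM in the primary screen, cut at about 59% in these data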;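 also: 0% = DMSO wells with substrate and 100% = DMSO wells lacking glucose-6-phosphate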
SENP1 inh – SENP1 (human) catalytic domain inhibition. recombinant SENP1 catalytic domain, CyPet-SUMO1-YPet FRET cleavage. inhibition, % at 10 µM. 0.21% of 360,000 active;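 active = inhibition at least 30% at 10 µM, raw YFP signal under a set limit, fluorescence ratio 0.5 to 1.5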;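 also: 0% = enzyme with DMSO and 100% = no enzyme wells; some results filed as inactive read as strong as hits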
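Assay system: hSENP1 catalytic domain, recombinant. Amount: SENP1 enzyme, 20 pM final. Schedule: 50 min reaction, RT, dark. Technique: FRET, CFP and YFP emission. Control set: no-enzyme wells low, DMSO-plus-enzyme wells high control.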
SENP8 block-2 – blocks the human protease SENP8 | Q96LD8 | purified SENP8, Z-RLRGG-aminoluciferin cleavage, luminescence | inhibition, % at 10 µM | 1.2% of 330,000 active | AID 2540; in the data active = inhibition above about 50%
UBC13 inh – blocks human UBC13 polyubiquitin chain formation. TR-FRET. inhibition, % at 20 µM. P61088. AID 485273. 0.47% of 330,000 active; in the data active = inhibition above about 45%, passing the limit was not always enough
beta cell repl – MIN6 beta-cell proliferation induction; MIN6 cells proliferation, ATPlite luminescence, 48 h; cells starved in 0.2% serum; 100% = growth in 10% serum; proliferation, % at 10 µM; 0.29% of 330,000 active;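 active = compounds whose signal lies at least 3.5 SD above the mean of all wells on their plate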;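 also: 0% = DMSO-treated cells in low-serum medium and 100% = 10% serum control; some compounds called inactive have numbers as strong as hits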
* hit, by the source's call; · = no result given. Compounds were not picked by outcome; overall some 4% were active at least once.

SMILES	HKDC1 inh	SENP6 block	SENP7 block	SENP8 block-1	PfG6PD inh	SENP1 inh	SENP8 block-2	UBC13 inh	beta cell repl
O=C(NNc1ccc(Cl)nn1)c1ccc(Cl)cc1	-5.7	5.6	-5.2	16.5	7.2	1.2	10.4	-9.4	-1.3
Clc1ccccc1CSc1nnc(-c2cccnc2)n1Cc1ccco1	-0.9	2.0	-1.5	-2.3	-0.8	0.5	2.3	-4.3	-1.6
Cc1oc2c(CN3CCCC3)c(O)ccc2c(=O)c1Oc1ccccc1Br	-4.7	8.3	9.4	-296.3	-1.4	-3.4	1.0	19.0	-0.1
CC(=O)OCC(=O)[C@@]1(O)CCC2C3CCC4=CC(=O)CCC4(C)C3C(=O)CC21C (stereo not given in full)	3.3	-12.5	3.0	24.8	-12.1	-0.8	1.9	5.6	4.5
Cc1ccc(-c2n[nH]c(=O)c3ccccc23)cc1S(=O)(=O)Nc1ccccc1	18.3	6.4	7.0	12.6	37.9	-1.7	6.8	11.2	0.0
O=C1CCCC(O)=C1C1C2=C(CCCC2=O)OC2=C1C(=O)CCC2	-10.1	2.0	-6.7	4.5	16.7	-5.1	-16.9	-7.2	-2.7
COc1cc(/C=C/C(=O)OCC(=O)Nc2oc(C)c3c(C)n[nH]c(=O)c23)ccc1OC(F)F	3.1	-21.1	6.9	-26.8	-6.7	-6.0	0.4	-8.1	-3.2
CCCNC(=O)C(Cc1ccc(OC)cc1)NC(=O)c1ccc(C#N)cc1 (stereo not given)	-3.3	4.0	-8.9	30.4	-7.5	0.5	-16.4	-8.8	-2.2
O=C(Nc1ccc(Cl)cc1)Nc1cccc(C(=O)O)c1	11.9	94.9*	96.8*	13.7	-11.4	2.6	94.9*	1.3	-3.9
O=C(Nc1ccon1)C1CCN(S(=O)(=O)c2cccs2)CC1	-8.0	-23.9	11.1	15.9	4.7	3.1	-7.3	0.7	0.2
Cc1ccc(C(=O)Nc2ncn[nH]2)cc1	1.3	8.6	-0.4	24.8	16.2	0.1	0.2	4.3	-0.6
COc1ccc(C2CC(c3ccc(Br)cc3)=NN2C(=O)CSC2=NN3CCCC(=O)N=C3S2)cc1 (stereo not given)	5.1	-3.9	3.8	-5.6	10.1	-0.9	-3.3	-21.8	-7.8
CC(C)(CN1CCCC1)NS(=O)(=O)c1ccc(Cl)cc1	-4.2	-3.8	6.9	16.9	-20.8	-3.0	5.9	1.8	-4.9
S=c1[nH]nc(CNc2cccc(Cl)c2)o1	-6.0	1.7	0.8	6.7	20.7	0.5	-0.7	3.6	-3.5
CCCn1c(C)cc(-c2csc(N)n2)c1C	-3.0	1.2	-1.5	21.9	43.7	2.3	-1.6	-1.0	-6.0
CC(=O)c1c(C)[nH]c(C(=O)N(CCc2ccccc2)Cc2ccccc2)c1C	-4.2	-8.4	-2.8	7.3	0.6	2.9	-4.0	-4.6	-0.3
CC(C)C(=O)NC(C)C(c1cccs1)N1CCN(C)CC1 (stereo not given)	-7.8	-23.6	-4.3	14.1	-10.8	0.3	-5.6	11.3	-0.1
CSCC[C@H](NC(=O)OC(C)(C)C)C(=O)N/N=C/c1cccc2nccnc12	2.1	-23.3	1.7	-53.9	-13.5	1.7	-6.0	-15.9	1.7
CCCN1CN(Cc2ccccc2)CC2=C1CC(C)(C)CC2=O	-4.6	-6.2	0.8	8.5	-7.4	-19.1	-11.0	-4.9	-0.5
COc1ccc(OC)c(C2CC(=O)c3c([nH]c(C(=O)OCC4CCCO4)c3C)C2)c1 (stereo not given)	1.4	-2.6	7.8	6.8	1.1	-0.3	-14.6	5.2	-4.0
CCC(=O)Nc1nnc(Sc2ccc(N(C)C)cc2)s1	-2.2	-11.7	-7.8	16.1	28.8	0.9	-10.0	-10.2	-1.6
CCOc1cc(CNc2ccc3c(c2)CCC3)ccc1O	1.6	1.0	4.0	-32.5	12.9	-19.9	4.7	2.7	1.0
COCCCn1c(C)nnc1SCC(=O)Nc1cccc(C)c1	-7.9	20.5	-2.3	12.3	14.4	2.3	7.1	4.4	-3.0
COc1ccc(-n2nc3c(c2NC(=O)C2CCCC2)CS(=O)(=O)C3)cc1	-3.6	-3.7	-2.2	2.1	9.6	2.6	0.4	5.0	7.2
O=C(/C=C/c1ccccc1Cl)NC(=S)Nc1ccccc1C(=O)NC1CCCCC1	-0.7	-4.8	5.3	11.5	-6.6	2.5	9.9	1.6	-0.8
CCCCNc1c(-c2ccc(OC)c(Sc3ccc(OC)cc3)c2)nc2cnccn12	2.9	-22.5	2.8	-463.1	24.9	-29.3	-6.4	29.1	-6.0
O=C(C#Cc1cccc([N+](=O)[O-])c1)c1ccccc1	·	-38.0	3.6	24.8	·	2.8	5.8	0.3	-4.5
N#CC(C(=O)C1CCCCC1)c1nc2ccccc2[nH]1 (stereo not given)	12.4	-0.2	1.3	-8.1	24.1	-28.4	-7.3	3.2	-1.2
O=S(=O)(c1ccccc1C(F)(F)F)N1CCC(n2cnc3ccccc32)CC1	5.9	-33.8	-4.0	14.7	-22.9	-0.1	-3.8	-0.5	1.0
CC(C)(C)C(=O)Cn1nc(Cl)nc1Cl	-2.9	2.0	4.3	10.0	5.7	1.1	1.8	-8.0	-3.6
O=C(NC1CC1)C1=C[C@H](c2csc3ccccc23)C[C@H](OCCCCO)O1	-3.4	-19.7	0.4	5.2	-3.4	-0.6	3.5	-0.2	-1.0
CCOC(=O)C1CCCN(Cc2nc(Cc3cccc(F)c3)no2)C1 (stereo not given)	-6.6	-3.7	7.0	15.8	11.2	3.6	4.4	-2.3	-2.2
CCc1nn(C(CC)C(=O)NCc2cccs2)c(=O)c2cc3occc3n12 (stereo not given)	-5.5	6.5	0.8	-9.9	-25.0	1.5	1.1	3.5	2.6
Cc1cc2nnn(-c3nnc(-c4ccccc4)c4ccccc34)c2cc1C	-2.9	-3.8	1.0	9.6	-3.6	3.0	-3.7	1.6	0.7
CC1=CCC(C(=O)O)(C(=O)N/N=C/c2cccnc2)C(c2ccccc2)C1 (stereo not given)	-8.7	-3.2	-1.0	10.8	9.4	1.9	1.0	3.3	-0.4
O=C1CCCS(=O)(=O)c2ccccc21	-7.8	-31.0	8.2	-49.4	-12.6	2.4	0.9	2.8	-1.2
O=C(Nc1cccc(Cl)c1)C1COc2ccccc2O1 (stereo not given)	-3.5	-3.0	3.9	16.9	9.3	3.5	3.4	5.5	-3.9
Cc1cc(S(=O)(=O)Nc2c(C(=O)O)[nH]c3ccccc23)ccc1F	7.2	7.6	4.5	9.2	3.5	-1.7	1.2	-2.8	-1.2
CC(C)CCCCCCNC(=S)Nc1ccc(S(=O)(=O)N2CCOCC2)cc1	8.2	-5.3	-2.9	13.7	27.4	1.3	-6.7	8.6	-3.6
CCN(Cc1nc2ccccc2c(=O)[nH]1)C(=O)c1cccc(OCc2c(C)noc2C)c1	-2.3	4.7	-4.5	-5.0	3.0	-2.7	13.8	-4.6	2.7
CCCCCCCCCOC1OC(CO)C(O)C(O)C1NC(C)=O (stereo not given)	11.3	-4.5	-1.8	19.0	-11.6	-1.8	3.6	0.1	-0.5
CCOC(=O)C1CCN(C(=O)/C(C)=C\c2ccccc2)CC1	-2.9	-6.8	-8.2	9.5	-13.8	0.7	-10.0	-6.3	-4.2
CC1(C)NC(=O)N(CCCCOc2cccc(C(F)(F)F)c2)C1=O	-4.8	-20.9	-1.3	6.8	0.3	1.6	-12.8	-1.5	0.6
Cc1nc2cc(NC(=O)COc3ccccc3C#N)ccc2n1-c1ccccc1	-3.5	5.8	6.9	-9.0	-19.2	-18.3	0.8	-2.7	-2.6
O=S(=O)(NCCc1cccs1)c1ccc(Br)cc1	-1.9	-26.2	-4.3	6.9	3.4	-1.3	-1.8	-3.1	0.0
Cc1cc(C2C(=O)C(C(=O)c3ccc(Cl)cc3)C(=O)CC2(C)C)on1 (stereo not given)	2.8	-10.7	1.1	19.0	-8.2	1.4	-2.3	-10.5	-2.6
O=C(Cc1ccc(-n2c(=O)c3ccccc3n(Cc3ccccc3F)c2=O)cc1)NCC1CCCO1 (stereo not given)	-5.3	-9.7	4.6	4.1	6.3	2.1	0.8	2.4	0.0
CC1CCC2C(C1)Nc1c(C(=O)O)cccc1C2(C)C (stereo not given)	-6.2	11.0	1.6	-411.6	-24.4	-23.6	3.3	-5.3	-2.0

Entries listed so far that contain four or more nitrogen atoms (twelve):
SMILES	HKDC1 inh	SENP6 block	SENP7 block	SENP8 block-1	PfG6PD inh	SENP1 inh	SENP8 block-2	UBC13 inh	beta cell repl
O=C(NNc1ccc(Cl)nn1)c1ccc(Cl)cc1	-5.7	5.6	-5.2	16.5	7.2	1.2	10.4	-9.4	-1.3
Clc1ccccc1CSc1nnc(-c2cccnc2)n1Cc1ccco1	-0.9	2.0	-1.5	-2.3	-0.8	0.5	2.3	-4.3	-1.6
Cc1ccc(C(=O)Nc2ncn[nH]2)cc1	1.3	8.6	-0.4	24.8	16.2	0.1	0.2	4.3	-0.6
COc1ccc(C2CC(c3ccc(Br)cc3)=NN2C(=O)CSC2=NN3CCCC(=O)N=C3S2)cc1 (stereo not given)	5.1	-3.9	3.8	-5.6	10.1	-0.9	-3.3	-21.8	-7.8
CSCC[C@H](NC(=O)OC(C)(C)C)C(=O)N/N=C/c1cccc2nccnc12	2.1	-23.3	1.7	-53.9	-13.5	1.7	-6.0	-15.9	1.7
CCC(=O)Nc1nnc(Sc2ccc(N(C)C)cc2)s1	-2.2	-11.7	-7.8	16.1	28.8	0.9	-10.0	-10.2	-1.6
COCCCn1c(C)nnc1SCC(=O)Nc1cccc(C)c1	-7.9	20.5	-2.3	12.3	14.4	2.3	7.1	4.4	-3.0
CCCCNc1c(-c2ccc(OC)c(Sc3ccc(OC)cc3)c2)nc2cnccn12	2.9	-22.5	2.8	-463.1	24.9	-29.3	-6.4	29.1	-6.0
CCc1nn(C(CC)C(=O)NCc2cccs2)c(=O)c2cc3occc3n12 (stereo not given)	-5.5	6.5	0.8	-9.9	-25.0	1.5	1.1	3.5	2.6
Cc1cc2nnn(-c3nnc(-c4ccccc4)c4ccccc34)c2cc1C	-2.9	-3.8	1.0	9.6	-3.6	3.0	-3.7	1.6	0.7
CCN(Cc1nc2ccccc2c(=O)[nH]1)C(=O)c1cccc(OCc2c(C)noc2C)c1	-2.3	4.7	-4.5	-5.0	3.0	-2.7	13.8	-4.6	2.7
Cc1nc2cc(NC(=O)COc3ccccc3C#N)ccc2n1-c1ccccc1	-3.5	5.8	6.9	-9.0	-19.2	-18.3	0.8	-2.7	-2.6
